Screening data (PubChem BioAssay)
PPARg SRC2 recr = agonists of PPARg-SRC-2 recruitment, primary screen, biochemical, HTS. PPARgamma LBD-SRC-2 recruitment. AID 1032, 2008. Peroxisome proliferator-activated receptor gamma (Homo sapiens), P37231. actives 0.34% (n = 200,000). activation, % at 8 µM; in the data active = activation above about 22%;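 also: 0% = vehicle and 100% = reference agonist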
Target sequence (P37231 whole entry, looked up, the tested form may be a part): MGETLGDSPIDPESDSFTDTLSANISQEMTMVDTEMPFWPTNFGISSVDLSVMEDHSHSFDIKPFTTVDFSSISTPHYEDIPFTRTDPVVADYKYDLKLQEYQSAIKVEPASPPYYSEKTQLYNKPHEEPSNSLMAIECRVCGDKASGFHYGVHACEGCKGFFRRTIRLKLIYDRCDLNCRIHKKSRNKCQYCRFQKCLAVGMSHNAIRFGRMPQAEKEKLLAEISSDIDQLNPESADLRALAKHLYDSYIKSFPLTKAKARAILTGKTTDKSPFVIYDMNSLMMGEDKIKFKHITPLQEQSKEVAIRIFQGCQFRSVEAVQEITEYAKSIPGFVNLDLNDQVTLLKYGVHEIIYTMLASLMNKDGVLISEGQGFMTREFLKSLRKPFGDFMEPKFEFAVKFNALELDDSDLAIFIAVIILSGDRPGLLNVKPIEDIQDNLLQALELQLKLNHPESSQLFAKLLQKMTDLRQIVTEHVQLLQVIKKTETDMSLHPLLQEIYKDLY
Diaph inh CS = diaphorase inhibitors and chemical oxidizers, primary screen, counter-screen for diaphorase-coupled primary assays, biochemical, uHTS, resorufin fluorescence; diaphorase resazurin-to-resorufin fluorescence, NADH, 16 min; bacterial (C. kluyveri) enzyme, not human; actives 0.69% (n = 190,000); AID 1217, 2008; inhibition, % at 20 µM;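 active = primary screen inhibition at 20 µM above a set limit, cut at about 50% in these data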;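 also: plate controls were DMSO with full reaction for no effect and wells lacking NADH for full effect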
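Assay system: diaphorase enzyme from Clostridium kluyveri. Quantity: enzyme working solution with 0.14 U/mL diaphorase. Schedule: reaction incubation of 16 min at room temperature. Technique: resorufin fluorescence, excitation 544 nm, emission 590 nm. Controls: No-NADH positive control and DMSO neutral control.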
PMI act satM6P = human PMI activators, high substrate, primary screen, biochemical, fluorescence intensity, near-saturating mannose 6-phosphate; actives 0.34% (n = 190,000); activation factor at 20 µM; AID 1216, 2008; coupled PMI enzyme assay, resazurin fluorescence, 20 min; stronger effect = higher value; 1 = untreated enzyme, 0 = substrate-free blank;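 active = activation factor of 2 or more at 20 µM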
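Test system: human phosphomannose isomerase with PGI, G6PDH, diaphorase coupling enzymes; Amount: PMI at 15 ng/mL final; Reagent: Mannose-6-phosphate 1.0 mM (near-saturating) plus 0.22 mM NADP+; Timing: 20 min, room temperature; Technique: resorufin fluorescence at Ex 544/Em 590 nm; Dosing: 20 µM single dose.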
S1P3 antag = S1P3 receptor antagonists, primary screen, cell-based. CHO S1P3 NFAT-BLA reporter, FRET fluorescence, antagonist mode. inhibition, % at 4.98 µM. actives 0.27% (n = 170,000);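 active = inhibition above the plate cutoff, the mean inhibition of test wells on that plate plus 3 SD, cut at about 28% in these data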;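 also: cells challenged with S1P at its EC80 of 0.8 µM; blue over green emission ratio from cleaved BLA substrate after 4 h stimulation; 0% = S1P-stimulated wells and 100% = unstimulated DMSO-only wells; some compounds past the cut are filed as inactive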
Target sequence (Q99500 whole entry, looked up): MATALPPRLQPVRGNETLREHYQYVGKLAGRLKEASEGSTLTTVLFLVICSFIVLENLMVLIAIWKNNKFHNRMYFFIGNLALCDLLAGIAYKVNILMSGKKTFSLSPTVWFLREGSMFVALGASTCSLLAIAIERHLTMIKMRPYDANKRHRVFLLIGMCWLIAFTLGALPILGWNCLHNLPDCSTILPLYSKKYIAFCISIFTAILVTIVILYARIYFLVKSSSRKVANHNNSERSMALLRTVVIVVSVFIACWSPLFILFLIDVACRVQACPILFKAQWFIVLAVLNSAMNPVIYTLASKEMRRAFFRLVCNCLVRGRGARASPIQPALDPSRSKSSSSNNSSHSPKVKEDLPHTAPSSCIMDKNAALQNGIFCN
G6PDH counter = L. mesenteroides G6PDH inhibitors, counter-screen for G6PDH-coupled screening assays, biochemical, Leuconostoc mesenteroides enzyme | glucose-6-phosphate dehydrogenase [Leuconostoc mesenteroides] | Purified L. mesenteroides G6PDH, diaphorase/resazurin coupled fluorescence, 45 min | inhibition, % at 5 µM | actives 0.12% (n = 200,000); in the data active = inhibition above about 50%
SRC2 TRFRET art = TR-FRET signal artefacts, primary screen, artefact control for PPARgamma SRC-2 agonist project, biochemical; TR-FRET artefact counter-screen; stronger effect = higher value; TR-FRET ratio at 8 µM; actives 0.4% (n = 200,000); in the data active = TR-FRET ratio above about 2000; also: inactives centre near 1500
Diaphorase act = compounds boosting diaphorase resazurin reduction – biochemical, uHTS, resorufin fluorescence, counter-screen for diaphorase-coupled primary assays, primary screen. Diaphorase/resazurin coupled assay, 16 min; stronger effect = higher value; 1 = vehicle wells, 0 = NADH-free wells. activation factor at 20 µM. actives 0.005% (n = 190,000). AID 1229, 2008;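 active = diaphorase activity raised at least twofold by the compound at 20 µM; inactive = activation factor below 2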
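Test system: Clostridium kluyveri diaphorase, purified enzyme. Buffer or medium: 50 mM HEPES pH 7.4 buffer plus MgCl2 and Tween 20. Also added: 0.114 mM NADH and 0.1 mM resazurin, final amounts. Dosing: compound 20 µM once, DMSO 1%. Schedule: 16 min enzyme reaction, ambient temperature. Detection: fluorescence of resorufin, 544 nm excitation, 590 nm emission.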
ROMK primary = ROMK potassium channel modulators, primary screen, cell-based, thallium flux, MLSMR library. Tet-inducible ROMK, thallium flux fluorescence; actives lie on both sides. actives 2% (n = 130,000). AID 1918, 2009. ATP-sensitive inward rectifier potassium channel 1 (Homo sapiens), P48048. B-score at 10 µM;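 active = signal ratio slope over the read window, or its plate-corrected B-score, at least 3 SD from the plate mean, either direction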;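 also: B-score of the F/F0 ratio slope over 7 to 12 s after thallium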
PPARg SRC3 recr = PPARgamma agonists recruiting SRC-3 coactivator, primary screen, biochemical | activation, % at 8 µM | actives 0.26% (n = 200,000) | Peroxisome proliferator-activated receptor gamma (Homo sapiens), P37231 | biochemical PPARgamma/SRC-3 coactivator recruitment assay; in the data active = activation above about 23%;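 also: 0% = DMSO and 100% = reference agonist; some compounds past the cut are filed as inactive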
PPARg SRC1 recr = PPARgamma agonists recruiting SRC-1 coactivator, primary screen, biochemical; PPARgamma-SRC-1 coactivator recruitment biochemical assay; activation, % at 8 µM; actives 0.41% (n = 200,000); in the data active = activation above about 19%;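 also: 0% = DMSO and 100% = reference agonist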
PMI activator = activators of human PMI, primary screen, biochemical, fluorescence intensity, near-Km mannose 6-phosphate | Mannose-6-phosphate isomerase (Homo sapiens), P34949 | purified human PMI, coupled resazurin fluorescence, 20 min; stronger effect = higher value; 1 = vehicle control, 0 substrate-free wells | activation factor at 20 µM | actives 0.005% (n = 190,000);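 active = activation factor of 2 or more at 20 µM, relative to plate controls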
Numbers without * were called inactive; nt = no result given. Compounds were not picked by outcome, and some 3.3% of all compounds hit somewhere here.

SMILES	PPARg SRC2 recr	Diaph inh CS	PMI act satM6P	S1P3 antag	G6PDH counter	SRC2 TRFRET art	Diaphorase act	ROMK primary	PPARg SRC3 recr	PPARg SRC1 recr	PMI activator
COC(=O)c1ccc(Oc2coc3cc(OCc4ccc([N+](=O)[O-])cc4)ccc3c2=O)cc1	7	-3	1.1	-12	-1	1663	1	nt	0	7	1.1
Cc1ccc(C(=O)NCC(C)(C)N2CCOCC2)s1	9	9	1	nt	-4	1589	0.9	0.39	-1	-1	1
Cc1ccc(S(=O)(=O)c2nc(-c3ccco3)oc2NCC2CCCO2)cc1 (centres undefined)	1	15	0.9	-18	4	1336	0.9	0.87	-2	-8	1.5
CC(=O)Nc1ccc(NC(=O)C(F)(F)F)cc1	-8	-2	1	nt	6	1514	1	nt	-6	-2	1
S=C1NC2(CCCCC2)Nc2ccccc21	-1	11	2.5*	-8	4	1471	0.9	-0.88	4	-2	1.7
CCN(CC)c1ccc(/C=N/NC(=O)Cc2nnc(NC(=O)Nc3ccccc3)s2)cc1	9	3	1	8	-12	1631	1	nt	4	6	1
CCOC(=O)C1C(=O)C=C(/C=C/c2ccccc2)CC1c1ccc(Cl)cc1 (centres undefined)	0	13	0.9	nt	4	1442	0.9	nt	-10	-2	1
CCn1c(SCC(=O)Nc2cc(OC)c(OC)c(OC)c2)nnc1-c1cccs1	6	-8	1	-12	14	1508	1.1	nt	-5	15	1
COc1ccc2c(Cl)c(C(=O)N/N=C3\CCCC(=O)C3)sc2c1	6	-8	1.1	-5	-3	1711	1.1	-3.1*	0	-1	1.2
O=C(NCc1cccs1)c1ccc2c(c1)OCCO2	-4	8	1	21	-25	1566	0.9	nt	6	0	1
COCCNC(=O)CN(Cc1ccc2c(c1)OCO2)C(=O)CCC(=O)Nc1nccs1	5	12	0.9	-3	-13	1770	0.9	nt	-1	15	1
Cc1cc(=O)[nH]c(SCC(=O)N2CCc3ccccc3C2)n1	5	4	1.1	nt	-5	1504	1	3	2	1	1
N#Cc1cnn(-c2nc(SCc3ccccc3)nc3sc4c(c23)CCCC4)c1N	5	11	0.9	nt	1	2441*	0.9	0.018	7	9	0.9
Cc1ccc2nc(Cl)c(CNCc3ccccc3)cc2c1	1	7	0.9	-37	8	1717	0.9	-0.14	7	5	1
COc1ccc(Cc2nnc(N/N=C/c3ccc(O)cc3)[nH]c2=O)cc1OC	-2	22	1.2	11	-27	1548	0.8	nt	-4	0	0.9
CCOc1ccc(CCN2CN(CC)CNC2=S)cc1OCC	0	13	0.9	-9	1	1768	0.9	0.0076	1	10	1
COC(=O)C1CCN(c2nc3ccccc3nc2C(C#N)C(=O)OCC(C)C)CC1 (centres undefined)	-4	25	0.9	19	-1	1611	0.7	0.63	7	3	1
Fc1ccccc1COc1ccc(Br)cc1CNCc1cccnc1	3	6	1	-2	11	1649	0.9	0.045	0	5	1.1
Nc1ccc2cn[nH]c2c1	0	22	0.5	-2	19	1410	0.8	nt	-3	1	0.8
CCCCCC(O)CCc1n[nH]c(=S)n1-c1ccccc1 (centres undefined)	7	22	0.9	nt	3	1621	0.8	1.3	-2	4	0.9
CN1/C(=C\C(=O)CSc2ncn[nH]2)C(C)(C)c2ccccc21	20	9	1	0	14	1566	0.9	-0.95	10	0	0.5
COc1ccccc1OCCNC1CCCC1	0	4	1	nt	11	1520	1	-0.89	-1	1	1
Cc1ccc(-n2c(=O)[nH]cc(C(=O)N3CCc4ccccc43)c2=O)cc1	0	2	1	-34	14	1491	1	1.1	4	3	1
Cc1nc(=O)c(-c2ccccc2)c(C)n1-c1ccccc1O	7	11	1	-10	6	1489	0.9	nt	-3	0	0.9
Cc1cccc(-c2cc3nc(C)cc(C)n3n2)c1	9	10	0.9	15	7	1531	0.9	-1.1	2	8	0.9
Nc1nc2n(n1)C(c1ccco1)CC(c1ccc(Cl)cc1Cl)N2 (centres undefined)	2	9	0.9	-12	12	1639	0.9	0.094	1	0	1
Cc1ccc(-c2nnc(-c3ccccc3)c(-c3ccccc3)n2)cc1	3	3	1	-41	6	1511	1	nt	-7	4	0.9
C=C(C)c1cccc(C(C)(C)NC(=O)Nc2ccc3[nH]c(=O)[nH]c3c2)c1	0	12	0.9	37	3	1436	0.9	0.00052	6	4	0.9
CCCCCCc1nc2ccccc2c(=O)n1N	12	19	0.9	6	9	1618	0.8	nt	6	10	0.8
c1ccc(CSc2nnc(-c3cccnc3)o2)cc1	-2	-23	1.2	nt	10	1654	1.2	nt	11	2	1.2
CCCS(=O)(=O)N1CCN(S(=O)(=O)c2ccc(F)cc2)CC1	2	-2	1	13	3	1505	1	nt	-2	1	1.1
COc1ccccc1C=NC(CO)C(O)c1ccc([N+](=O)[O-])cc1 (centres undefined)	5	6	1	nt	10	1747	0.9	nt	4	3	1.1
COC(=O)c1cccc(NC(=S)NCc2ccc(Cl)cc2)c1	-7	10	0.9	nt	-24	1622	0.9	nt	5	1	0.9
N#C/C(=C\c1ccc(OC(=O)c2cccs2)cc1)c1nc2ccccc2[nH]1	10	19	0.9	-8	4	1588	0.8	-0.59	4	8	1
N=C1S/C(=C\c2cccc3ccccc23)C(=O)N1c1ccc(F)cc1	9	-4	1	-1	-22	1560	1	-0.04	-1	0	0.9
CC(C)(C)C1CCc2c(sc(NC(=O)c3cccs3)c2C(=O)N2CCCCC2)C1 (centres undefined)	0	28	1	nt	3	1601	0.7	nt	10	2	0.9
O=C1NC(=S)N/C1=C/c1cccc([N+](=O)[O-])c1	6	9	0.9	0	0	1701	0.9	0.19	6	2	0.9
CCOC(=O)c1cccc(N2C(N)=NC(N)=NC2(C)C)c1	9	3	1	-8	1	1602	1	nt	10	6	1
Cn1c(NC(=O)C[n+]2cc(-c3ccc(Cl)cc3)n3c2CCC3)cc(=O)n(C)c1=O	13	3	1.1	15	-22	1675	1	-0.81	3	-4	1
S=C(Nc1ccc2nccnc2c1)N1CCOCC1	2	24	0.3	4	23	1639	0.8	-0.27	3	3	0.6
COc1ccc(CCN(C)Cc2ccc(OCc3ccccc3)c(OC)c2)cc1OC	2	1	1.1	nt	2	1548	1	-0.78	7	1	1
O=C1CC(N2CCN(c3cccc(C(F)(F)F)c3)CC2)C(=O)N1c1ccccc1F (centres undefined)	2	29	0.8	-16	6	1742	0.7	-1.1	-4	10	0.9
COc1ccc(C(=O)/C=C/c2ccc(OC3CSC3)cc2)cc1	-8	13	0.9	-2	-22	1655	0.9	-0.16	0	2	0.8
COc1ccc(N2CCN(C(=O)CN(C)S(=O)(=O)c3cnc[nH]3)CC2)cc1	3	18	0.8	-2	-2	1569	0.8	0.7	1	2	1
C=CCOc1c(Br)cc(/C=N/NC(=O)Cc2ccc(C(F)(F)F)cc2[N+](=O)[O-])cc1OC	0	2	1	-2	0	1502	1	nt	5	7	1
CNc1oc(Cc2ccccc2)nc1S(=O)(=O)c1ccccc1	-4	14	1.9	21	4	1606	0.9	0.7	13	-4	1.5
S=C(NCc1cccs1)Nc1ccccc1Cl	4	17	0.9	4	19	1688	0.8	-0.56	3	1	0.8
COC(=O)C1=C(N)Oc2cc(C)oc(=O)c2C1c1cccnc1 (centres undefined)	8	17	0.9	-35	3	1814	0.8	-0.49	14	6	1
COCC(=O)Nc1ccccc1C(=O)NC(C)C	5	5	0.9	12	15	1647	1	nt	0	5	0.9
CC(=O)OCC(=O)Nc1ccc(SC(F)F)cc1	-1	6	1	-12	4	1610	0.9	1.5	2	2	0.9
Cc1cccc(NC(=O)CSc2ccc(-c3ccccn3)nn2)c1C	0	7	1.2	-9	2	1575	0.9	-0.27	-4	1	1.1
Fc1cccc(NC(=S)Nc2ccc(Br)cc2)c1	-3	7	1.1	nt	3	1521	0.9	nt	-3	-12	1
CC(/C=C/c1ccc2c(c1)OCO2)=N\NC(=O)COc1ccccc1C	-1	5	0.9	nt	-79	1653	1	nt	-8	4	0.9
CCCC(=O)Nc1cc(C(=O)O)ccc1S(=O)(=O)c1ccc(Cl)cc1	1	-1	1.1	-11	-2	1442	1	-0.44	5	-5	1.1
Cc1c(Br)c([N+](=O)[O-])nn1C(C)C(=O)Nc1nccs1 (centres undefined)	5	10	1	nt	15	1423	0.9	nt	0	-2	1.1
O=C(NC(NC(=O)c1ccccc1)c1cccc([N+](=O)[O-])c1)c1ccccc1	-6	5	1.1	10	13	1284	0.9	0.24	-3	-2	0.9
O=C(Nc1ccc(OC(=O)c2ccccc2)c(-c2nc3ccccc3s2)c1)c1ccccc1	-1	0	1	nt	0	1578	1	-1.1	-5	6	1
O=C(OCc1ccc(F)cc1Cl)c1ccccn1	-1	7	1	-6	3	1508	0.9	-0.07	-15	-6	0.9
Cc1ccc(-n2c(=O)cc(N3CCCCCC3)[nH]c2=O)cc1	5	8	1	-19	5	1657	0.9	nt	2	0	1

Of the compounds above, 3 have a CF3 group:
SMILES	PPARg SRC2 recr	Diaph inh CS	PMI act satM6P	S1P3 antag	G6PDH counter	SRC2 TRFRET art	Diaphorase act	ROMK primary	PPARg SRC3 recr	PPARg SRC1 recr	PMI activator
CC(=O)Nc1ccc(NC(=O)C(F)(F)F)cc1	-8	-2	1	nt	6	1514	1	nt	-6	-2	1
O=C1CC(N2CCN(c3cccc(C(F)(F)F)c3)CC2)C(=O)N1c1ccccc1F (centres undefined)	2	29	0.8	-16	6	1742	0.7	-1.1	-4	10	0.9
C=CCOc1c(Br)cc(/C=N/NC(=O)Cc2ccc(C(F)(F)F)cc2[N+](=O)[O-])cc1OC	0	2	1	-2	0	1502	1	nt	5	7	1
